All columns: NCI-60 one-dose screen, growth in % after 48 h at 10 µM unless noted; 100 = growth as untreated, 0 = no growth, -100 = all killed.
HL-60(TB): HL-60(TB) leukemia cells; actives 9% (n = 78,000); active means growth percent below 10
Active calls of the source: *; & = joins results of further samples.

Sample of the layout:
structure	HL-60(TB)
O=C(O)c1cn(CC2CC2)c2cc(N3CCN(c4nccc(-c5nccs5)n4)CC3)c(F)cc2c1=O	74
CN(C)CC(C(=O)Cc1ccccc1)c1ccccc1 (stereo unspecified)	66
CCC(C)NCC(=O)O (stereo unspecified)	100

The whole of this part, from the start:
structure	HL-60(TB)
O=C(O)c1cn(CC2CC2)c2cc(N3CCN(c4nccc(-c5nccs5)n4)CC3)c(F)cc2c1=O	74
CN(C)CC(C(=O)Cc1ccccc1)c1ccccc1 (stereo unspecified)	66
CCC(C)NCC(=O)O (stereo unspecified)	100
NC(=O)Oc1cc(OC(N)=O)cc(N(CCCl)CCCl)c1	15
Cc1ccc(-n2nc(C(=O)NCCCCC(=O)O)nc2-c2ccccc2)cc1	105
Cc1ccc2c(c1)Oc1ccccc1N=C2	103
O=C(Nc1ccc(C(=O)O)cc1)Oc1ccc(N(CCCl)CCCl)cc1	38
Cc1ccc(NS(=O)(=O)c2ccc(Nc3ncc4c(n3)CCCC4=O)cc2)cc1	95
O=C(NNC(=O)c1ccncc1)Nc1cc(Cl)ccc1Cl	94
C=C1C(=O)O[C@H]2[C@H]1CC/C(COC(=O)CCCCCC(=O)OC/C1=C/CC[C@@]3(C)O[C@H]3[C@H]3OC(=O)C(=C)[C@@H]3CC1)=C\CC[C@@]1(C)O[C@@H]21	-30*
CN1C(=O)CS/C1=N\S(=O)(=O)c1ccc(NNc2c3ccccc3cc3ccccc23)cc1	101
O=C(N/N=C/c1c[nH]c2ccccc12)Nc1ccccc1Cl	0.9*
Cc1ccnc(Nc2nc3c(s2)C2=CC[C@H]4[C@@H]5C[C@@H]6O[C@]7(CC[C@@H](C)CO7)C(C)[C@@H]6[C@@]5(C)CC[C@@H]4[C@@]2(C)CC3)c1 (stereo partly specified)	65
COc1ccc(C2CC(c3ccc4ccccc4c3)=NN2c2nc(O)c(C3=c4cc(Cl)ccc4=NC3=O)s2)cc1 (stereo unspecified)	-6.7*
N#Cc1c(-c2ccco2)nc(N2N=C(c3ccccc3)CC2c2ccccc2)[nH]c1=O (stereo unspecified)	90
C=CNC(=O)C(=O)c1ccccc1NC(C)=O	105
C[C@@H]1OC(=O)c2c(O)cccc2[C@@H]1O	103
C(=Nc1ccc(N2CCN(c3ccccc3)CC2)cc1)c1ccccn1	78
COC(=O)CCC1=C(C)/C(=C/c2[nH]c(-c3ccc[nH]3)cc2OC)N=C1C	-23*
N#C/C(=C\c1ccc(Cl)s1)c1cc2ccccc2[nH]1	95
CSC1=Nc2c(c(C)c(C)n2CCCC(=O)NCCc2cnc[nH]2)C2=NC(=O)CN12	100
O=C1/C(=C/c2ccc([N+](=O)[O-])s2)Oc2cc(Cl)ccc21	-12*
CCN1CCN(c2c(C(=O)c3ccccc3)cnc3cc(OC)c(OC)cc23)CC1	80
c1ccc2nc3c(nc2c1)[nH]c1ccccc13	92
CN(C)C	74
CCN1CCN(C(=O)[C@]23CC[C@@H](C)[C@H](C)[C@@H]2C2=CC[C@@H]4[C@@]5(C)C/C(=C/c6ccco6)C(=O)C(C)(C)[C@@H]5CC[C@@]4(C)[C@]2(C)CC3)CC1	47
ClCCN(CCCl)c1nc(Cl)c(C2CC(c3ccc(Br)cc3)=NN2c2cc(Cl)cc(Cl)c2)s1 (stereo unspecified)	103
COc1cccc(COc2ccc(/C=C3\Oc4cc(O)ccc4C3=O)cc2)c1	80
CCOC(=O)c1ccccc1OCC	106
NC(=O)Nc1cccc(Cl)c1	96
CCn1c(Sc2nnc(NC(=O)CCN3CCCCC3)s2)nc2c1c(=O)n(C)c(=O)n2C	108
CSc1nc(N)c(N=Nc2ccc([As](=O)(O)O)cc2)c(=O)[nH]1	92
CC1=C/C(=C(\c2cc(C)c(O)c(Br)c2)c2ccccc2S(=O)(=O)O)C=C(Br)C1=O	102
COc1ccc2c(c1)c(-c1cc3nc(-c4cn(C)c5ncccc45)cc(N)n3n1)cn2C	-66*
CCN(CC)Cc1cc(NC(C)=O)ccc1O	64
COC(=O)C1(CC(=O)c2cccs2)NC(=S)NC(=O)C1C#N (stereo unspecified)	94
CCCCCOC(=O)N1CCCC1	102
CS(=O)(=O)NC(c1ccccc1)c1ccccc1	99
Cn1cccc1-c1cc(-c2ccc(Br)cc2)n(N=O)c(=O)c1C#N	88
Cc1cc(=O)oc2cc(Oc3nc(Br)cn4c(Br)cnc34)ccc12	31
C[C@]1(CO)O[C@@H](n2cc(F)c(N)nc2=O)[C@H](O)[C@@H]1OCc1ccccc1	99
N#CN1C2CCC1CC(O)(c1ccccc1)C2 (stereo unspecified)	97
Nc1nnc(-c2c[nH]c3ccc(F)cc23)c(-c2c[nH]c3ncccc23)n1	63
NC[C@H]1O[C@@H](O[C@H]([C@H]2O[C@@H](n3ccc(=O)[nH]c3=O)[C@H](O)[C@@H]2O)[C@H](NCCCC(=O)NCc2ccc(N3CCC(Oc4ccc(OC(F)(F)F)cc4)CC3)cc2)C(N)=O)[C@H](O)[C@@H]1O	98
O=C(Nc1ccc(C(F)(F)F)cc1)Nc1ncccc1OCc1ccccc1	77
O=C(N/N=C\c1cc(Cl)ccc1O)c1ccncc1	0.0*
COc1ccc(-c2nc(SCC(=O)Nc3nc(-c4ccc(Cl)cc4)cs3)[nH]c(=O)c2C#N)cc1	93
O=C(Nc1cccc2ccccc12)c1cc2c(cc1Br)OCO2	76
COc1cc(C=O)ccc1Oc1nc(Nc2ccc(F)cc2)nc(N(C)C)n1	71&65
CSc1cc(=O)[nH]cn1	71
c1ccc2c(c1)C[C@@H]1OC(C3(C4=N[C@@H]5c6ccccc6C[C@@H]5O4)CC3)=N[C@H]21	91
OCc1ccccc1CC(O)C(O)c1ccccc1 (stereo unspecified)	103
CN(C)CC/C=C1\c2ccccc2CSc2ccccc21	89
O=C(O)c1ccccc1Sc1ccc([N+](=O)[O-])cn1	95
COc1cc(CNC(=O)Cc2ccccc2[N+](=O)[O-])ccc1OCC(=O)NO	118
Nc1ccc2c(c1Cl)C(=O)c1ccc(N)c(Cl)c1C2=O	87
Fc1ccc(-c2nc(-c3nc4ncccc4[nH]3)cc3c2[nH]c2ccccc23)cc1F	86
c1cc2ccc3cc2cc1CNCCSCCNCc1ccc2ccc(cc2c1)CNCCSCCNC3	94
O=c1[nH]c(=S)[nH]cc1-c1ccc(Cl)c(Cl)c1	66
O=C1/C(=C\c2cccc(OCc3ccc(Br)cc3)c2)N=C2SCCCN12	96

(list continues)
canonical_smiles | HL-60(TB)
Fc1ccc(C2=CCNCC2)cc1 | 109
O=[N+]([O-])c1ccc(N/N=C\c2ccccc2[N+](=O)[O-])nc1 | 109
O=C(CSc1nc2ccccc2c(=O)n1Cc1ccccc1)Nc1ccc(S(=O)(=O)Nc2ccc(Cl)nn2)cc1 | 110
CSc1nn(-c2nc(-c3cccs3)c(C#N)c(=O)[nH]2)c(N)c1C#N | 103
C=CCn1cnc2c(=S)nc[nH]c21 | 111
CC1=NC(C(=O)O)CC1C (stereo unspecified) | 104
CC1=C(C(=O)Nc2ccc(Cl)cc2)C(c2ccc3c(c2)OCO3)NC(=S)N1 (stereo unspecified) | 100
COc1ccc2c(c1)O/C(=C\c1ccc(O)cc1)C2=O | 91
N#C/C(=C\c1ccc2c(c1)CCC2)C(N)=O | 93
O=C(O)c1ccc(Nc2ncnc3c2cnn3-c2cccc(F)c2)cc1 | 88
CSc1nnc(-c2cc3c([nH]c4ccccc43)c(-c3cccc(O)c3)n2)n1-c1ccccc1 | 7.6*
Cc1ccccc1N1C(=O)C2CC=CCC2C1=O (stereo unspecified) | 101
CC1(C)OC2OC(COC(=O)c3ccccc3)C(O)C2O1 (stereo unspecified) | 93&100
Cc1nc(Cl)nc(N(C)c2ccccc2)c1[N+](=O)[O-] | 91
COc1cc2c(cc1OC)[C@H](C(=O)O)C(c1ccc3c(c1)OCO3)N(C)C2=O (stereo partly specified) | 94
CCCCC1COc2cccc3c(SCC(=O)N4CCCc5ccccc54)cc[n+]1c23 (stereo unspecified) | 107
CN(C)CCCNC(=O)c1cc(NC(=O)c2cc(NC(=O)c3cc(NC(=O)c4nccn4C)cn3C)cn2C)cn1C | 102
Nc1[nH]c(=S)nc2oc(-c3ccccc3)c(-c3ccccc3)c12 | 91
CC(=O)Oc1ccccc1C(=O)Oc1ccc(C(=O)/C=C/c2ccncc2)cc1 | 3.0*
COc1ccc(C(c2ccc(OC)cc2)C(Cl)(Cl)Cl)cc1 | 73
N#C/C(=C/c1cc([N+](=O)[O-])ccc1Cl)C(N)=O | 92
CC(C)(C)COC(=O)c1ccccc1 | 148
C[C@@H]1C/C=C\C(=O)O[C@H](/C=C/C#C/C=C/C(C)(C)[C@@H](O)c2cccc(O)c2Br)[C@@H](C)/C=C/[C@H](C)C[C@H](OC(N)=O)C1 | 3.1*
Cc1cc(C)n(-c2nnc3n2N=C(c2ccc(-c4ccccc4)cc2)CS3)n1 | 7.1*
FC(F)(F)c1ccc(-c2ncc(-c3ccc(C(F)(F)F)cc3)c(N3CCC4(CC3)OCCO4)n2)cc1 | 95
COc1cccc(NC(=O)c2sc3nc4c(cc3c2N)CN(Cc2ccccc2)CC4)c1C | 77
O=C(Nc1ncc(Cc2cccc(Cl)c2)s1)C1COc2ccccc2O1 (stereo unspecified) | 93
O=C(NO)c1ccc(CNC(=O)[C@H]2Cc3c([nH]c4ccccc34)[C@H](c3ccccc3)N2)cc1 | 0.4*
Nc1nc(Nc2ccccc2)c2ncn(Cc3ccc4c(c3)OCO4)c2n1 | 25
CC(C)C(=O)Nc1ccccc1 | 100
COc1cc2c(=O)n(N3C(=O)C=NC3=O)c3cnc(-c4ccccc4)n3c2cc1OC | 109
Cc1ccc(S(=O)(=O)Nc2ccc(C)cc2C)cc1 | 67
COc1ccc(/C=N/N=C2/C(=O)Nc3ccc(OC)cc32)c(OC)c1 | 108
CC(=O)C(Cl)C(=O)c1c(C)[nH]n(-c2ccccc2)c1=O (stereo unspecified) | 106
O=S(=O)(O)c1cc2onnc2c2ccccc12 | 105
COc1cccc(C(C)=O)c1O | 99
COc1cc2c3c(n(CCCNC(C)C)c(=O)c2cc1OC)-c1nc2c(cc1C3=O)OCO2 | 72
C#CC1(N2CCCCC2)CCCCC1 | 90
O=c1c2c3c(sc2n2c(-c4cc(-c5ccccc5)nn4-c4ccccc4)nnc2n1Cc1ccccc1)CCCC3 | 51
CN(C(=O)COC(=O)/C=C/c1ccc([N+](=O)[O-])cc1)C1CCS(=O)(=O)C1 (stereo unspecified) | 96

Ordered by SMILES length (lowest first): six of the compounds above
canonical_smiles | HL-60(TB)
O=S(=O)(O)c1cc2onnc2c2ccccc12 | 105
Cc1ccc(S(=O)(=O)Nc2ccc(C)cc2C)cc1 | 67
CC(=O)C(Cl)C(=O)c1c(C)[nH]n(-c2ccccc2)c1=O (stereo unspecified) | 106
COc1cc2c3c(n(CCCNC(C)C)c(=O)c2cc1OC)-c1nc2c(cc1C3=O)OCO2 | 72
CN(C(=O)COC(=O)/C=C/c1ccc([N+](=O)[O-])cc1)C1CCS(=O)(=O)C1 (stereo unspecified) | 96
O=c1c2c3c(sc2n2c(-c4cc(-c5ccccc5)nn4-c4ccccc4)nnc2n1Cc1ccccc1)CCCC3 | 51

The results go on:
canonical_smiles | HL-60(TB)
O=C(N/N=C/c1ccc(O)c(O)c1)c1ccccc1 | 96
CN(c1ccccc1)S(=O)(=O)CS(=O)(=O)N(C)c1ccccc1 | 101
Cc1ccc(S(=O)(=O)N(CCC(=O)O)c2ccccc2)cc1 | 92
CC(=O)N[C@H](C(=O)N[C@H](Cc1ccccc1)C(=O)N[C@H](CS)C(=O)N[C@H](CCCN=C(N)N)C(=O)N[C@H](CCCN=C(N)N)C(=O)N[C@H](CCCN=C(N)N)C(=O)N[C@H](CCCN=C(N)N)C(=O)N[C@H](CCCN=C(N)N)C(N)=O)[C@@H](C)O | 111
CC/C(=N/OCc1ccccc1)C(=O)NNS(=O)(=O)c1ccc(C)cc1 | 105
Fc1ccc(-c2nc3ccc(F)cc3s2)cc1 | 85
Cc1cccc(Nc2nc3ccccc3nc2/C=C/c2ccc(F)cc2)c1 | 97
CCCCCCC/C=N/NC(=O)c1ccc(-n2cc(-c3ccccc3)nn2)cc1 | 95

Continued; the last two above are carried over.
canonical_smiles | HL-60(TB)
Cc1cccc(Nc2nc3ccccc3nc2/C=C/c2ccc(F)cc2)c1 | 97
CCCCCCC/C=N/NC(=O)c1ccc(-n2cc(-c3ccccc3)nn2)cc1 | 95
O=C(NC[C@H]1CN(c2ccc(N3CCC(C(=O)O)CC3)cc2)C(=O)O1)c1ccc(Cl)s1 | 97
N#CC(=Nc1ccccc1)c1ccccc1 | 95
CCOC(=O)C1=C(C)n2nc(CC#N)c(C#N)c2NC1c1ccc([N+](=O)[O-])cc1 (stereo unspecified) | 102
O=C(Cn1cc(COc2ncnc3c2cnn3-c2ccccc2)nn1)Nc1ccccn1 | 105
COc1cc(C2=Nc3c(N)ncnc3NC(c3cccc(Nc4ccnc5cc(Cl)ccc45)c3)C2)cc(OC)c1OC (stereo unspecified) | 84
C=C(C)[C@@H]1CC[C@]2(C)[C@H](CC(=O)[C@@H]3[C@@H]4CC(C)(C)CC[C@]4(C(=O)OC)CC[C@]32C)[C@@]1(C)CCC(=O)OC | 57
O=C1/C(=C\c2cccn2C(=O)c2ccc(Cl)s2)c2ccccc2N1c1c(Cl)cccc1Cl | 105
O=C(N=Nc1c(O)[nH]c2ccc(Cl)cc12)c1cc(-c2ccccc2)on1 | 95
CCC/C=C(\C#N)C(=O)O | 89
COc1ccc(Nc2cc(N)nc(N)n2)cc1 | 92
Cc1cc(C)n2nc(SCC(=O)Nc3sc4c(c3C(N)=O)CCC4)nc2n1 | 117
CCOC(=O)/C=C1\S/C(=N\Nc2cc(=O)[nH]c3ccc(Br)cc23)N(Cc2ccccc2)C1=O | 97
O=C1Nc2ccccc2/C1=C\c1nc(-c2ccc(F)cc2)n2ccccc12 | 100
CCOC(=O)c1ccc(OCC)cc1O | 99
Cc1nc(C)c(C(=O)NNC(=O)C[n+]2ccccc2)cc1C(=O)NNC(=O)C[n+]1ccccc1 | 126
CCCn1cnc2c(c1=N)C(c1ccc(OC)cc1)c1sc3c(C)cccc3c1O2 (stereo unspecified) | 0.4*
NS(=O)(=O)c1ccc(Nc2ccnc(SCC(=O)c3ccc(Cl)cc3)n2)cc1 | 101

High-throughput results from PubChem.

This is a subset (hit frequency here may not be typical).
